# IDE inh = inhibitors of human insulin-degrading enzyme in cells; P14735; HEK cells, FAbetaB cleavage, fluorescence polarization; inhibition, % at 5.59 µM; 320,000 tested, 0.41% active;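 active = percent inhibition above the average of all tested compounds plus 3 SD, set per screening campaign, cut at about 16% in these data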;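 also: IDE supplied by intact live HEK cells; FP after avidin binding of uncleaved biotin substrate so inhibition keeps polarization high; 0% = DMSO wells and 100% = 60 µM reference IDE inhibitor Ii1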
# PHOSPHO1 block = PHOSPHO1 (human) inhibition; Q8TCT1; recombinant PHOSPHO1, absorbance phosphatase assay; inhibition, % at 13.3 µM; 290,000 tested, 1.1% active; in the data active = inhibition above about 60%
# Target sequence (Q8TCT1 whole entry, looked up): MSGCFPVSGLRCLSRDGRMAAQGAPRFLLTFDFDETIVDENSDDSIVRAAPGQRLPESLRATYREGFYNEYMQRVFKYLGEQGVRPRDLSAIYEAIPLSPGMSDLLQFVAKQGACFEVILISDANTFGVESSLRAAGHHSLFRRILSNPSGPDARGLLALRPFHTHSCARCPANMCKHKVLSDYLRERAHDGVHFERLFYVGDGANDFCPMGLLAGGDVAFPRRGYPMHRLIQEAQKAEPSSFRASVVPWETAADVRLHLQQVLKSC
# IDE act = activators of human insulin-degrading enzyme in cells | 340,000 tested, 0.073% active | P14735 | AID 493087 | activation, % at 5.96 µM | HEK cells, FAbeta-B cleavage, fluorescence polarization; 0% vehicle, 100% cell-free pure enzyme wells;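 active = activation above the mean of all tested compounds plus 3 SD, set per screening campaign, cut at about 17% in these data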
# CRFBP-R2 block = blocks CRF-induced signaling of the CRF-BP/CRF-R2 complex | HEK293 CRF-R2/CRF-BP, CRF-induced calcium fluorescence | inhibition, % at 11.8 µM | 350,000 tested, 0.59% active | AID 588475;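 active = inhibition of the ligand-induced calcium signal above about 50% at the single tested concentration, limit read from the data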
# GalR3 antag = antagonists of human GalR3; O60755; inhibition, % at 3 µM; HEK293 GalR3-CNG cAMP membrane potential fluorescence; galR3 body fused to GalR1 C-terminus; 360,000 tested, 0.44% active; AID 651719;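 active = inhibition above the screen-wide average plus 3 SD, cut at about 13% in these data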;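 also: forskolin and galanin both at EC90 stimulate the cells; cAMP rise reported by CNG channel membrane potential dye signal; 0% = forskolin plus galanin with DMSO and 100% = forskolin alone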
# Target sequence (O60755 1-299 limits assumed): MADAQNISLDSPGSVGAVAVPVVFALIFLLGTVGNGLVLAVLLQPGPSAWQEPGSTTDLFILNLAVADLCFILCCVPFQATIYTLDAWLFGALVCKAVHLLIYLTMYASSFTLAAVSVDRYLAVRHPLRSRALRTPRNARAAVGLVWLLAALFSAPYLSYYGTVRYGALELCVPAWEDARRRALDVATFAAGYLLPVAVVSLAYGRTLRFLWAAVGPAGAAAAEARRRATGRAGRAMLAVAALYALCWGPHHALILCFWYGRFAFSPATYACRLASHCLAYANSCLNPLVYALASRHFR
# M4 PAM = potentiates acetylcholine response at human M4 receptor; CHO-K1 hM4/Gqi5, Fluo-8 calcium fluorescence, ACh EC20; 0% = ACh EC20, 100% = maximal ACh; activation, % at 3 µM; 360,000 tested, 0.4% active; AID 624126;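 active = activation above its plate's cutoff, the mean activation of sample wells plus 3 SD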; also: some results filed as inactive read as strong as hits
# Target sequence (P08173 whole entry, looked up): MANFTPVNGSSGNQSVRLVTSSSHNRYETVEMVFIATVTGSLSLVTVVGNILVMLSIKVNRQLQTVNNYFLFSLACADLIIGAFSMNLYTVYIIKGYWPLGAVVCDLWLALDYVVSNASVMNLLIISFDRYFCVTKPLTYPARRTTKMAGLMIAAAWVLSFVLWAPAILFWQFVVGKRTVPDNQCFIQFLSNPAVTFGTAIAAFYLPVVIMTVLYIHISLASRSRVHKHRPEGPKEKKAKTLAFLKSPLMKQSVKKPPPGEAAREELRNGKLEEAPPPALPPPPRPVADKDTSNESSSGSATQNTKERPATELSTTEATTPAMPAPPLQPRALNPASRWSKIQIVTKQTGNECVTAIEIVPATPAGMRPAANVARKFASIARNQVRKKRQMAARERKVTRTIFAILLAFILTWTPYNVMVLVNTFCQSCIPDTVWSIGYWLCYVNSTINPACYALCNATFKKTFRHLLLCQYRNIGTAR
# CRFBP-R2 agonist = agonists of human CRF-binding protein/CRF-R2 receptor complex | activation, % at 13.2 µM | 350,000 tested, 0.46% active | HEK293 CRF-R2/CRF-BP, calcium dye fluorescence (FLIPR); percent of saturating CRF peptide response;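 active = activation of at least 50%, plus an integration ratio under a set limit after plate pattern correction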;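 also: plate controls were neutral control wells without compound for no effect and CRF at EC100 for full effect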
# MEKK3 PB1 HTS = raises or lowers MEK5 binding to the human MEKK3 PB1 domain; Q99759; bead-based flow cytometry, Alexa488-MEK5 binding to MEKK3; actives lie on both sides; 0 = blocked by unlabeled MEK5, 100 = vehicle; binding response (% of control), % at 10 µM; 290,000 tested, 1.4% active; AID 1529;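 active = binding response more than 3 SD above or below the average of its plate-row segment, actives on both sides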;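 also: Alexa488 bead fluorescence after subtracting the streptavidin-only scavenger bead signal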
# p-CIP stab down = lowers stability of the mouse p/CIP coactivator protein. AID 1984. decrease of EGFP signal, % at 10 µM. 290,000 tested, 0.01% active. F442A p/CIP-EGFP cells, EGFP fluorescence, 16 h. Q05BA5;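 active = EGFP signal decrease of at least 30% at 10 µM or well 3 SD below plate mean, unless failing retest; inactive = the rest, including hits failing retest or dose response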; also: some compounds called inactive have numbers as strong as hits; many of its hits are not listed in these tables
# An asterisk follows results filed as active; . = not tested or not shown; [ ] = remark or other dose.
IDE inh	PHOSPHO1 block	IDE act	CRFBP-R2 block	GalR3 antag	M4 PAM	CRFBP-R2 agonist	MEKK3 PB1 HTS	p-CIP stab down	compound
5.3	2.4	-0.7	-10.2	-3.4	-8.4	5.6	108.0	1.7	COc1cc(CNc2nc(C)c([N+](=O)[O-])c(C)c2C#N)cc(OC)c1OC
-0.9	-3.9	0.7	-27.1	-0.2	4.8	-1.0	103.0	0.7	CCCCN(C)S(=O)(=O)c1ccc(C(=O)Nc2nnc(C3=COCCO3)o2)cc1
-7.3	19.0	-4.3	5.1	-8.1	-1.6	0.2	104.0	3.0	CCCn1nnnc1NCc1ccc(CC)cc1
9.7	87.5*	3.0	2.9	-4.3	0.2	-0.2	100.0	-1.9	CCc1nnc(NC(=O)CSc2nnc(COc3cccc(C)c3)o2)s1
8.8	4.6	-2.3	-4.5	1.5	-7.0	0.2	99.0	-9.4	COc1ccc(CC(=O)N(Cc2ccccc2)c2ccccc2)cc1S(=O)(=O)N1CCOCC1
.	.	3.4	10.4	-5.9	6.6	-3.3	.	.	CC(O)CNc1nc(N)[nH]c(=O)c1N=Nc1ccccc1 (configuration not stated)
6.9	3.8	0.0	-10.7	-5.4	2.7	1.8	94.0	3.4	COc1ccc2ccccc2c1/C=N/NC(=O)CC1(C)OCCCO1
-1.2	.	3.9	29.2	-4.3	3.3	-0.8	.	.	O=C1c2cc(O)c(O)cc2S(=O)(=O)C1c1ccccc1 (configuration not stated)
-1.8	.	5.1	-7.7	-6.2	5.9	0.6	.	.	NC(=O)c1cc(S(=O)(=O)N2CCCC2)ccc1OCCOc1ccccc1
5.3	27.1	3.8	9.0	-1.1	-5.8	-0.6	98.0	-11.6	O=S(=O)(c1ccc(Cl)s1)N1CCCCC1
4.8	.	5.0	-3.4	-2.9	13.9	-1.5	.	.	COc1ccc(NC(=O)c2ccc(-n3cncn3)c([N+](=O)[O-])c2)cc1OC
1.3	18.5	3.8	-0.9	-10.8	-2.0	-1.7	101.0	7.2	Cc1cccc(C(=O)Nc2ccc(S(=O)(=O)Nc3nc(C)cc(C)n3)cc2)c1
0.1	.	4.3	-3.4	-3.6	5.1	1.0	.	.	COc1ccccc1-c1sc2cc3c(cc2c1C#Cc1cncn1C)OCO3
0.7	14.8	-3.3	-17.2	-5.3	15.6	-1.1	104.0	-4.0	CCN(CC)C(=O)CCCc1c[nH]c2ccccc12
3.7	10.9	1.4	-12.4	-1.5	6.6	-1.9	95.0	0.9	CCn1c(=O)c(C(=O)NNS(=O)(=O)c2ccc(Cl)cc2)c(O)c2ccccc21
0.6	15.9	-0.1	1.1	-4.3	-5.8	-0.9	103.0	-9.3	Cc1c(C)n(CCc2ccccc2)c2ncnc(NCCCO)c12
-5.6	36.2	0.1	-6.0	-6.0	0.3	0.4	104.0	-5.1	CC(C)(C)c1nnc(NC(=O)CCS(=O)(=O)c2ccccc2)s1
-2.6	.	-4.6	-9.1	-0.1	6.5	-0.8	78.0*[inhibitor]	.	N#Cc1ccccc1NC(=O)c1ccccc1OCC(=O)Nc1ccc2c(c1)oc1ccccc12
3.4	22.5	5.8	-10.0	5.2	-9.1	0.4	99.0	-2.3	COc1ccc(CNC(=O)CN(C(=O)c2csnn2)c2ccccc2F)cc1
0.7	42.3	-0.2	7.6	2.2	9.1	-2.6	98.0	-7.0	CCN(CC)c1ccc(/C=N/n2c(=S)[nH]nc(C)c2=O)cc1
.	.	.	4.2	-6.9	-4.7	-1.2	.	.	COc1ccc(-c2ccc(CN3C(C(C)C)C(=O)N(Cc4cn(CCC5OCCCO5)nn4)CCS3(=O)=O)cc2)cc1OC (configuration not stated)
4.7	.	1.4	9.8	-0.7	14.8	7.9	.	.	CCOC(=O)C1CCN(S(=O)(=O)c2c[nH]c(=O)[nH]c2=O)CC1
2.6	23.5	-1.6	20.6	-8.5	1.2	-0.3	98.0	13.4	Cc1cc(C)cc(OCC(=O)Nc2cc(NC(=O)COc3cc(C)cc(C)c3)cc(C(=O)O)c2)c1
4.8	12.6	4.2	-12.5	-5.2	-2.6	-1.9	109.0	11.7	CC(=O)OC(C(=O)N1CCN(c2ccccc2F)CC1)c1ccccc1 (configuration not stated)
-0.5	31.1	0.3	20.8	-2.3	-5.2	-1.1	107.0	5.2	O=c1cc(-c2ccc(O)cc2)oc2c(C3OCC(O)C(O)C3O)c(O)c(C3OC(CO)C(O)C(O)C3O)c(O)c12 (configuration not stated)
1.5	.	1.3	-19.8	-4.6	1.9	-0.7	.	.	CC(NC(C)c1ccccc1Cl)C(=O)Nc1cccc(S(=O)(=O)N2CCCCC2)c1 (configuration not stated)
1.8	43.3	3.9	-5.9	-3.8	1.3	0.8	99.0	-14.7	O=C(O)c1cccc(S(=O)(=O)Nc2cccc3ccccc23)c1
14.0	-6.7	-1.8	-7.6	-0.3	12.0	-0.7	105.0	7.7	CSc1nnc(-c2cc(C)on2)n1-c1ccccc1
6.9	23.9	6.5	7.6	0.7	-31.2	0.8	105.0	-2.0	CNC(=S)N1N=C(c2ccc(OC)cc2)CC1c1ccccc1Cl (configuration not stated)
-0.2	61.7*	1.8	-28.3	-3.1	4.6	2.7	112.0	4.3	Cc1ccc(/C=N/NC(=S)N2CCOCC2)cc1
-2.0	23.4	2.3	-25.1	-2.1	11.0	-1.4	91.0	-2.4	O=c1cc(CN2CCN(c3ccc(F)cc3)CC2)c2cc3c(cc2o1)CCCC3
5.3	37.7	-1.2	7.3	2.5	3.6	-1.1	106.0	2.6	O=c1cc(-c2ccc(O)cc2)oc2c(O)c(O)c(O)c(O)c12
3.6	14.7	-4.3	-14.5	-0.3	2.8	1.8	104.0	-11.0	COC(=O)c1ccc(-c2csc(NC(=O)C3=COCCO3)n2)cc1
3.1	13.0	3.6	-13.1	-2.7	-5.8	-0.8	101.0	-1.3	COCCCNC(=O)CNC(=S)N(Cc1ccccc1F)C1CCCCC1
0.7	-1.3	-4.4	-5.2	2.4	-3.5	0.8	.	2.3	Nc1cc(-c2ccc(Br)cc2)nn1S(=O)(=O)c1cccc2nsnc12
-2.9	29.3	1.9	8.6	-11.5	-8.3	0.5	95.0	0.7	CN(Cc1ccccc1)S(=O)(=O)c1nnc(NC(=O)c2ccccc2)s1
8.5	2.3	-4.5	9.9	-2.1	4.1	1.9	100.0	-1.7	CCOC(=O)c1cc(-c2ccc(N3CCOCC3)cc2)nn1-c1ccc(F)cc1F
-1.6	35.3	7.0	5.6	-0.3	-1.8	-1.1	102.0	3.9	CCOC(=O)N1CCC(N2CCN(Cc3ccc(C)o3)C(CCO)C2)CC1 (configuration not stated)
0.9	96.8*	8.9	27.0	-2.2	6.4	1.9	103.0	-8.4	C[N+]1(CCOc2ccc([N+](=O)[O-])cc2)CCOCC1
-0.3	18.2	1.9	35.2	4.0	-2.6	0.4	109.0	-5.6	O=C(Cn1cnc2c(oc3ccccc32)c1=O)NCc1ccccc1
-1.2	-0.3	5.9	-30.1	-0.2	19.5	-1.4	97.0	4.8	CC(C)(C)NC(=O)C(c1ccccc1)N(C(=O)C1CSC(=O)C1)c1ccccc1 (configuration not stated)
-9.1	.	2.0	-2.1	-0.8	11.7	-1.1	.	.	Cc1ccc(C)c(NC(=O)CN(C)C(=O)c2ccc(-c3ccc(Cl)cc3)o2)c1
1.2	18.7	-1.1	6.2	-3.0	-3.5	-0.5	104.0	-6.3	Cc1cc(Cl)ccc1NC(=S)NC1CCCC1
3.6	-33.8	0.5	5.5	-1.3	4.6	-0.8	98.0	1.1	COc1ccc(NC(=O)CNC(=O)N2CC(=O)Nc3ccccc32)cc1OC
2.3	4.9	-4.2	-13.4	-2.2	-0.1	1.4	.	-4.9	COc1ccccc1NC(=O)CCc1nc(-c2cccs2)no1
5.9	35.2	7.3	-39.1	.	-5.9	7.5	.	-8.0	C1=CC2CC1CC2CN1CCN(Cc2ccccc2)CC1 (configuration not stated)
-1.5	.	1.1	-2.6	-4.3	2.6	-0.7	.	.	Cc1cc(Br)ccc1NC(=O)CN(C)C(=O)c1ccc2ccccc2n1
.	.	1.4	1.3	-1.3	7.8	-0.6	.	.	NCCCCc1ccc2ccc3cccc4ccc1c2c34
2.3	20.1	3.1	-27.7	-7.0	-3.5	2.2	97.0	-7.8	CCOC(=O)c1cnn(-c2nc(-c3ccc(F)cc3)cs2)c1C(F)(F)F
4.5	28.0	-2.2	11.4	-11.1	-10.1	2.0	105.0	3.2	CCOC(=O)c1c(CN2CCN(c3ccccc3)CC2)oc2cc(Br)c(O)cc12
.	.	.	14.7	-0.1	-1.2	-2.7	.	.	O=C(c1ccccc1)N(CCCl)C(=O)N(CCCl)C(=O)c1ccccc1
6.5	52.5	16.6	14.7	1.6	15.5	-0.1	108.0	4.2	COc1ccc(-c2[nH]ncc2CNCCn2cccn2)c(F)c1
3.6	.	-2.4	3.6	-4.4	-2.9	1.1	85.0	.	CC(=O)C[C@H]1c2cc(C(F)(F)F)ccc2S(=O)(=O)N1Cc1ccccc1
0.5	-1.2	5.6	-35.3	.	-11.7	37.0	72.0*[inhibitor]	2.6	Cc1cc2cc(CNC(=O)c3cccc([N+](=O)[O-])c3)ccc2n1C
-2.8	-11.9	1.0	16.9	-0.8	1.2	-1.7	126.0	3.2	CCOc1cc(C2C(C(C)=O)=C(O)C(=O)N2CCc2c[nH]c3ccccc23)ccc1O (configuration not stated)
9.7	15.8	1.6	-3.9	-5.6	8.5	0.8	79.0	-10.8	O=C(/C=C/c1cccs1)N1CCC2(CC1)Oc1ccc(F)cc1C(=O)C21CC(c2ccccc2)=NO1 (configuration not stated)
-1.2	-21.6	-3.8	5.2	-6.5	3.6	0.8	103.0	-9.6	Cc1cccc(NC(=O)N2CCC(c3nc4ccccc4o3)CC2)c1
1.5	24.2	7.4	5.8	-12.4	-4.9	0.8	105.0	3.6	COc1ccc(/C=C/c2ccc3cccc(O)c3n2)c(OC)c1OC

# Structures listed so far printed as active in PHOSPHO1 block.
IDE inh	PHOSPHO1 block	IDE act	CRFBP-R2 block	GalR3 antag	M4 PAM	CRFBP-R2 agonist	MEKK3 PB1 HTS	p-CIP stab down	compound
9.7	87.5*	3.0	2.9	-4.3	0.2	-0.2	100.0	-1.9	CCc1nnc(NC(=O)CSc2nnc(COc3cccc(C)c3)o2)s1
-0.2	61.7*	1.8	-28.3	-3.1	4.6	2.7	112.0	4.3	Cc1ccc(/C=N/NC(=S)N2CCOCC2)cc1
0.9	96.8*	8.9	27.0	-2.2	6.4	1.9	103.0	-8.4	C[N+]1(CCOc2ccc([N+](=O)[O-])cc2)CCOCC1

# In a second layout: entries from further up.
> CC(C)(C)NC(=O)C(c1ccccc1)N(C(=O)C1CSC(=O)C1)c1ccccc1 (configuration not stated)
  IDE inh: -1.2
  PHOSPHO1 block: -0.3
  IDE act: 5.9
  CRFBP-R2 block: -30.1
  GalR3 antag: -0.2
  M4 PAM: 19.5
  CRFBP-R2 agonist: -1.4
  MEKK3 PB1 HTS: 97.0
  p-CIP stab down: 4.8
> Cc1ccc(C)c(NC(=O)CN(C)C(=O)c2ccc(-c3ccc(Cl)cc3)o2)c1
  IDE inh: -9.1
  PHOSPHO1 block: .
  IDE act: 2.0
  CRFBP-R2 block: -2.1
  GalR3 antag: -0.8
  M4 PAM: 11.7
  CRFBP-R2 agonist: -1.1
  MEKK3 PB1 HTS: .
  p-CIP stab down: .
> Cc1cc(Cl)ccc1NC(=S)NC1CCCC1
  IDE inh: 1.2
  PHOSPHO1 block: 18.7
  IDE act: -1.1
  CRFBP-R2 block: 6.2
  GalR3 antag: -3.0
  M4 PAM: -3.5
  CRFBP-R2 agonist: -0.5
  MEKK3 PB1 HTS: 104.0
  p-CIP stab down: -6.3
